From PubChem
NPY Y1 blocker: NPY-Y1 receptor antagonists, primary screen, cell-based. HEK293-CNG Y1 cells, membrane potential fluorescence; NPY at EC95, then isoproterenol. inhibition, % at 3.6 µM. Neuropeptide Y receptor type 1 (Homo sapiens), P25929. 200,000 tested, 1% active. AID 1040, 2008;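 active means inhibition above the campaign mean inhibition of all tested compounds plus 3 SD, cut at about 20% in these data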;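 further: 0% = DMSO wells given NPY plus isoproterenol and 100% = isoproterenol alone without NPY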
Target sequence (P25929 whole entry, looked up): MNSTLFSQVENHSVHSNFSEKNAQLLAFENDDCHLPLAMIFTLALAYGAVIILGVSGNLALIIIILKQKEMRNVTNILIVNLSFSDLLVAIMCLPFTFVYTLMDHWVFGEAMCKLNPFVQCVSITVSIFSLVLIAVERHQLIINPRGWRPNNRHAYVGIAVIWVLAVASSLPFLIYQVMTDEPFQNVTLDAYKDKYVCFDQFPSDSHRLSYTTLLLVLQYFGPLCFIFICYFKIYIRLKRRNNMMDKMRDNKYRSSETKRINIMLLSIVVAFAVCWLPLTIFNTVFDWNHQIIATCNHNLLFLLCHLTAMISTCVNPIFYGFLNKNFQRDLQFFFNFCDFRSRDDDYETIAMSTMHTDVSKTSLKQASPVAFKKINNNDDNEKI
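Material: HEK293 Y1/CNG channel cell line | Also added: NPY (25 nM), isoproterenol (1 µM), Ro 20-1724 (25 µM) | Compound: One concentration, 3.6 µM, in 0.4% DMSO | Schedule: 3 h dye uptake, 1 h room-temperature compound, 45 min post-isoproterenol | Signal: Membrane-potential fluorescent dye readout | Read-out: % inhibition of NPY effect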
p97 ATPase inh: inhibitors of human p97 ATPase, primary screen, biochemical; AID 1481, 2009; Transitional endoplasmic reticulum ATPase (Homo sapiens), P55072; 220,000 tested, 0.42% active; recombinant p97 ATPase, Kinase-Glo ATP luminescence, 3 h; inhibition, % at 8 µM; in the data active means inhibition above about 15%;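 further: 0% = DMSO vehicle and 100% = wells lacking enzyme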
eIF4E-4G inh: eIF4E–eIF4G protein interaction inhibitors, primary screen, biochemical, uHTS, TR-FRET, eIF4GI fragment | Eukaryotic translation initiation factor 4E (Mus musculus) + Eukaryotic translation … | TR-FRET eIF4E-eIF4GI(517-606) binding, 2 h | inhibition, % at 21.7 µM | 220,000 tested, 0.37% active | AID 782, 2007;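 active means inhibition above about 30%, limit read from the data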;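 further: 0% = full FRET control wells and 100% = background wells lacking eIF4GI fragment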
EP2 modulator: EP2 receptor modulators, cAMP readout, primary screen, cell-based, HTRF cAMP, PGE2 stimulation; Prostaglandin E2 receptor EP2 subtype (Homo sapiens), P43116; EP2-expressing cells, cAMP HTRF FRET, PGE2 co-stimulation; induction, % at 25 µM; 260,000 tested, 0.83% active; AID 940, 2007;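 active means compounds whose cAMP rise, as percent of the full-agonist control response, exceeds 60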;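 further: rat C6 glioma line stably carrying human EP2 under a CMV promoter; the protocol text gives 20 µM as final concentration; 100% = response of wells given 1 µM PGE2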
Target sequence (P43116 whole entry, looked up): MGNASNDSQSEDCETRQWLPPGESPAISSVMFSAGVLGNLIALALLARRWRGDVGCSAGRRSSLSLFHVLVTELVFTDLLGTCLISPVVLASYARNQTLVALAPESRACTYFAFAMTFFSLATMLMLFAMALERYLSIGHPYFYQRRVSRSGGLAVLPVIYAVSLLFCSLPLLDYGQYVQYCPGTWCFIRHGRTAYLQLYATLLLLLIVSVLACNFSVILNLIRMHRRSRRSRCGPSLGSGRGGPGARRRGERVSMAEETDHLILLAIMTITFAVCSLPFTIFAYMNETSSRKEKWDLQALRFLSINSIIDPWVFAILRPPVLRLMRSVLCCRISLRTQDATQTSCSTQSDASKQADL
NPY2 pot ag: NPY-Y2 potentiators or agonists, primary screen, cell-based | cells expressing NPY-Y2, potentiator/agonist read-out | activation, % at 3.6 µM | 220,000 tested, 0.45% active | Neuropeptide Y receptor type 2 (Homo sapiens), P49146; in the data active means activation above about 27%;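 further: cells stimulated with NPY near EC25 plus isoproterenol at EC100; 0% = vehicle plus submaximal agonist and 100% = vehicle plus saturating agonist; some results beyond the cut were filed as inactive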
PGE2 EP2 inh: human EP2 receptor antagonists, primary screen, TR-FRET cAMP, C6 glioma cells | Prostaglandin E2 receptor EP2 subtype (Homo sapiens), P43116 | C6 glioma cells expressing human EP2; cells stimulated with saturating PGE2 | inhibition, % at 25 µM | 260,000 tested, 0.52% active | AID 1422, 2008;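 active means percent inhibition above 40 after rounding to a whole number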;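 further: rat C6 glioma host cells with rolipram phosphodiesterase inhibitor present; the protocol text gives 20 µM as final concentration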
NPY-Y1 PAM-ag: NPY-Y1 receptor potentiators or agonists, primary screen, cell-based; NPY-Y1 expressing cells, potentiator/agonist activation; activation, % at 3.6 µM; 220,000 tested, 0.37% active; AID 1304, 2008; in the data active means activation above about 33%, passing the limit was not always enough;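 further: cells stimulated with NPY at EC10 then isoproterenol at EC100; 0% = low agonist plus stimulus and 100% = saturating agonist plus stimulus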
S1P4 antag: S1P4 receptor antagonists, primary screen, cell-based | Sphingosine 1-phosphate receptor 4 (Homo sapiens), O95977 | S1P4-expressing cells, antagonist mode, reporter read-out | inhibition, % at 4.98 µM | 220,000 tested, 0.26% active | AID 1510, 2009; in the data active means inhibition above about 29%;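 further: 0% = wells stimulated with agonist and 100% = vehicle wells without agonist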
S1P4 agonist: S1P4 receptor agonists, primary screen, cell-based. activation, % at 4.98 µM. AID 1509, 2009. S1P4-expressing cell line, agonist reporter assay. Sphingosine 1-phosphate receptor 4 (Homo sapiens), O95977. 220,000 tested, 0.35% active; in the data active means activation above about 11%;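 further: 0% = DMSO vehicle and 100% = reference agonist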
Active calls of the source: *; nt = no result given; & = joins results of further samples; [ ] = remark or other dose. An excerpt (hit frequency here may not be typical).

no.	compound	NPY Y1 blocker	p97 ATPase inh	eIF4E-4G inh	EP2 modulator	NPY2 pot ag	PGE2 EP2 inh	NPY-Y1 PAM-ag	S1P4 antag	S1P4 agonist
1	CCc1ccc(NSc2ccccc2[N+](=O)[O-])cc1	9	2	0	19	-32	8	-17	-2	-1.2
2	N#Cc1c(N)n(-c2ccc(O)cc2)c2nc3ccccc3nc12	2	3	-5	-36	-2	2	3	-14	-0.3
3	O=C(CSc1nnc2ccccn12)Nc1ccc(S(=O)(=O)N2CCOCC2)cc1	1	1	0	7	-7	4	0	-10	1.3
4	Cc1ccc(C(=O)OCC(=O)Nc2ccc3[nH]c(=O)[nH]c3c2)cc1[N+](=O)[O-]	nt	-1	0	-6	-8	4	-12	-3	1.2
5	CC1(C)Cc2ccccc2C2=NNC(=O)C2=N1	-5	2	3	-54	16	10	20	-1	2.4
6	Cc1c(N=Nc2ccc(O)cc2)c(=O)n(-c2ccccc2)n1C	2	-2	5	16	-14	6	-9	-1	-2.9
7	COc1ccc(NC(=O)C2CCN(C(=O)NCc3ccccc3)CC2)cc1	6	0	10	2	2	3	6	-9	0.7
8	Cc1ccc(S(=O)(=O)Cc2ccc(C(=O)N3CCCC3)o2)cc1	-2	2	4	16	8	12	-15	-8	0.3
9	Cc1ccc(C(=O)OCC(=O)Nc2cc(S(=O)(=O)N3CCOCC3)ccc2C)cc1	5	-8	0	-14	-4	4	-37	-5	0.6
10	Cn1nnnc1SCC(=O)N(C1CCCCC1)C1CCCCC1	-2	0	6[fluorescence artefact?]	17&3	-3	9	18	-10	-1.4
11	COc1ccc(C(=O)COC(=O)C2CCN(S(=O)(=O)c3cccc4cccnc34)CC2)cc1	-3	0	0[fluorescence artefact?]	-34	-7	9	-17	-7	0.0
12	COc1ccccc1C(C[N+](=O)[O-])c1c[nH]c2ccccc12 (stereo not given)	nt	-2	-3	1	11	6	21	-9	1.8
13	O=C1CN(C(=O)c2ccc(Cl)nc2)c2ccccc2N1	-2	8	2	-31	4	6	-10	0	0.5
14	COc1cc(OC)c(C#N)c(S(=O)Cc2ccccc2)c1 (stereo not given)	-1	2	2	4	6	8	17	2	-3.3
15	O=C(Cc1ccccc1)N1CCC(c2ccccc2)C1 (stereo not given)	nt	2	3	-2	5	9	11	-1	-0.5
16	N#Cc1c(N2CCCCC2)nc(N)c2c(N)nc(SCC(=O)O)cc12	nt	54*	2	-18	12	13	3	13	-1.0
17	COc1ccc(S(=O)(=O)N2CCOCC2)cc1NC(=O)c1cc2c(s1)CCCC2	0	7	-2	-5	-9	9	-17	-14	0.5
18	C=CCn1c(O)c(C=Nc2ccccc2)sc1=S	3	6	2	-1	4	14	9	13	-1.3
19	COc1ccc(CCNC(=O)CN(c2cccc([N+](=O)[O-])c2)S(C)(=O)=O)cc1OC	2	7	2	14	13	4	8	-4	0.8
20	CCOc1ccc2nc(NC(=O)CCC(=O)c3cccs3)sc2c1	4	0	9[fluorescence artefact?]	-16	-23	17	-12	-6	0.0
21	O=C(COc1cccc2ccccc12)N1CCN(c2ccccn2)CC1	8	-5	-2	-13	-13	7	-34	-15	0.5
22	COc1ccc2c(C#N)c3ccccn3c2c1	-4	-1	1	-10	7	15	16	15	6.8
23	Cc1cc(C)n(C(=O)c2cc(F)c(F)cc2C)n1	-3	-1	1	38	1	8	7	-5	0.3
24	Cn1cccc1Cc1nnc(SCC(=O)NCC2CCCO2)n1C (stereo not given)	-3	7	1	8	-18	6	-1	-2	0.4
25	CC(C)CC(c1nnnn1C1CCCC1)N1CCN(c2ccccc2F)CC1 (stereo not given)	27*	-2	-5	-8	-2	13	-10	-3	-1.2
26	CCCCn1c(=O)n(CC(=O)Nc2c(CC)cccc2CC)c(=O)c2c1nc(CO)n2CCC	2	-8	2	32	12	12	18	-15	0.4
27	CCOc1ccc(N2C(=O)S/C(=C\c3ccc(O)c(OC)c3)C2=O)cc1	nt	-3	7	-51	5	16	8	-4	0.3
28	CC1CCC(NC(=O)C(NC(=O)c2ccccc2)C(C)C)CC1 (stereo not given)	2	1	2	-5	-15	6	1	-16	-0.4
29	COCCNC(=O)CNS(=O)(=O)c1ccc2nc(C)sc2c1	4	2	7	14	-10	14	13	1	1.4
30	COc1cccc(/C=N/n2c(-c3ccco3)nc3ccccc3c2=O)c1	12	-4	1	1	-8	14	-17	-10	-0.7
31	CC(CCc1ccccc1)NC(=O)COC(=O)C1CCC(C(C)(C)C)CC1 (stereo not given)	6	2	1	14	9	13	2	-12	0.2
32	O=C(Cn1c(=O)c2ccccc2n(CC(=O)N2CCCCC2)c1=O)N1CCCCC1	nt	6	-1	21&-4	6	10&3	14	14	-0.1
33	COc1ccc(C)cc1NC(=O)NCCC1=CCCCC1	4	-7	-3	8	-27	6	-2	-14	1.2
34	CCc1nc(C)c(C#N)c2cc(OC)c(OC)cc12	7	1	2[fluorescence artefact?]	13	-9	11	2	2	-2.3
35	CCC(=O)Nc1ccc(Cl)c(NC(=O)c2c(OC)cccc2OC)c1	-4	-4	0	-8	10	3	-10	-16	-0.6
36	COc1ccc(N2CC(C(=O)Nc3ccc(S(=O)(=O)N4CCOCC4)cc3)CC2=O)cc1 (stereo not given)	6	-1	0	-7	9	9	24	1	0.9
37	CN1C(=S)SC(/[N+]([O-])=C\c2ccco2)C1(C)C (stereo not given)	3	-2	1	9	-2	14	-16	-1	0.5
38	Cc1ccccc1NC(=O)N1CCN(S(=O)(=O)c2ccccc2)CC1	-1	3	-2	-21	-15	2	13	-14	0.8
39	O=C(NCCc1ccccc1)c1ccc(=O)oc1	6	0	1	5	-8	14	21	-20	-2.1
40	O=C(N/N=C/c1cccc([N+](=O)[O-])c1)c1cccc(Br)c1	0	-1	-1	-25	-1	2	6	-7	-1.5
41	O=C(COc1cccc(C(F)(F)F)c1)Nc1ccc(S(=O)(=O)N2CCCC2)cc1	-4	9	-1	-3	15	2	26	-9	-1.6
42	CCOC(=O)c1nc2ccccc2c(C)c1C	nt	-3	-14	-31	-21	5	-23	-5	1.5
43	COc1cccc(C(=O)Nc2c3c(nc4c2CCC4)CCCC3)c1	5	2	-4	38	1	10	-28	0	4.2
44	Cc1occc(=O)c1OCc1c(F)cccc1Cl	-2	3	-4	11	-11	0	1	-11	0.5
45	Cc1c(NC(=S)NC(=O)c2ccco2)cccc1-c1nc2ncccc2o1	0	2	3	-34	0	9	-6	-9	0.2
46	O=C(C1=C[C@H](c2csc3ccccc23)C[C@H](OCc2ccc(CO)cc2)O1)N1CCN(Cc2ccccc2)CC1	2	-1	-1	-26	-19	6	-9	3	1.6
47	CNC(=S)N(CCc1c(C)[nH]c2ccc(Cl)cc12)Cc1cc(OC)c(OC)c(OC)c1	-5	4	-1	-42	22	8	18	-6	-0.7
48	COc1ccc(-c2nnc(NC(=O)C(C)C)o2)cc1	7	3	0	-2	12	7	3	-5	-0.3

A draw from above in order of molar mass, highest first:
no.	compound	NPY Y1 blocker	p97 ATPase inh	eIF4E-4G inh	EP2 modulator	NPY2 pot ag	PGE2 EP2 inh	NPY-Y1 PAM-ag	S1P4 antag	S1P4 agonist
38	Cc1ccccc1NC(=O)N1CCN(S(=O)(=O)c2ccccc2)CC1	-1	3	-2	-21	-15	2	13	-14	0.8
37	CN1C(=S)SC(/[N+]([O-])=C\c2ccco2)C1(C)C (stereo not given)	3	-2	1	9	-2	14	-16	-1	0.5
42	CCOC(=O)c1nc2ccccc2c(C)c1C	nt	-3	-14	-31	-21	5	-23	-5	1.5

The results go on.
no.	compound	NPY Y1 blocker	p97 ATPase inh	eIF4E-4G inh	EP2 modulator	NPY2 pot ag	PGE2 EP2 inh	NPY-Y1 PAM-ag	S1P4 antag	S1P4 agonist
49	O=C(N/N=C/c1c[nH]c2ccccc12)c1cc(-c2ccc(-c3ccccc3)cc2)n[nH]1	-11	17*	-11	-16	21	5	17	3	0.6
50	COc1ccc(OC)c(NC(=O)c2cc(S(=O)(=O)NCc3ccco3)ccc2F)c1	-2	9	0[fluorescence artefact?]	2	-8	10	-15	2	-1.2
51	O=C(Cc1ccc([N+](=O)[O-])cc1)NCC1CCCO1 (stereo not given)	2	6	2	19	-7	1	-13	-1	0.4
52	COc1cccc(OC)c1C(=O)Nc1cccc(-c2nc3ccccc3[nH]2)c1	-5	7	-1	-66	-3	11	8	-2	1.4
53	Nc1c(C(=O)O)sc2nc(-c3ccc(F)cc3)cc(-c3ccccc3)c12	nt	3	1	-18	-13	9	3	11	-1.1
54	Cc1cccc(NC(=O)CN2C(=O)N/C(=C/c3ccc(C)o3)C2=O)c1	-3	-1	-2	10	18	6	-10	1	0.4
55	CC(C)Cn1c(=O)[nH]c(=O)c2c(C(F)(F)F)cc(-c3ccccc3)nc21	nt	-1	-6	66*	-8	5	-11	-8	-0.7
56	O=C(CNC(=O)c1cnccc1C(F)(F)F)c1cccc(Cl)c1	nt	6	1	-20	4	13	15	2	2.5
57	CC1=NN(C(=O)c2ccccc2-n2cccc2)C(O)(C(F)(F)F)C1 (stereo not given)	-2	7	0	-6	5	6	-2	-3	1.1
58	CCOc1ccc(-c2[nH]nc3c2C(c2ccc4c(c2)OCO4)C(C#N)=C(N)O3)cc1OC (stereo not given)	-1	6	-2	-23	4	nt	-11	-18	-0.2
59	COc1ccc(N2CCN(CCCNS(=O)(=O)c3c(C)noc3/C=C/N(C)C)CC2)cc1	1	2	-1[fluorescence artefact?]	-3	9	14	30	2	-1.8
60	COCC(=O)N1CCN(c2ccc([N+](=O)[O-])cc2)CC1	-5	5	-1	14	19	20	42*	7	0.6
61	CCOc1cc(CNCCO)cc(Br)c1OCc1ccccc1	-7	0	-3	-22	-9	7	4	-2	0.8
62	COC(=O)CN(c1cc(OC)ccc1OC)S(=O)(=O)c1ccc(OC)c(OC)c1	-2	-3	-2	30	8	nt	1	-22	-0.7
63	O=C(N/N=C/c1ccc([N+](=O)[O-])cc1)c1ccc(COc2ccccc2-c2ccccc2)cc1	2	5	3	-12	0	2	4	-11	-0.2
64	O=[N+]([O-])c1ccc(/C=C/c2nc3ccc([N+](=O)[O-])cc3[nH]2)cc1	-1	4	-10[fluorescence artefact?]	0	5	6	15	-16	1.4
65	O=C1CSC(c2c(F)cccc2Cl)N1c1cccc(F)c1 (stereo not given)	0	7	4	21	1	8	27	-1	-3.0
66	COc1ccccc1C(=O)NNC(=O)c1sccc1-n1cccc1	-1	1	-3	-5	2	5	-5	-13	0.5
67	COc1ccc(CCNC(=O)COC(=O)C2CC2)cc1	-2	-6	2	7	-11	4	-2	-9	1.4
68	CCOC(=O)c1c(C)nc2sc3c(=O)n(-c4ccc(OC)cc4)nnc3c2c1-c1ccc(OC)cc1	4	0	-6	-14	-9	17	-20	-12	-5.6
